Screening data: PubChem BioAssay, several laboratories
HSF-1 act – increases HSF-1 driven luciferase reporter signal; activation, % at 9 µM; NIH3T3-HGL HSF-1 luciferase reporter, MG132, 8 h; 100% = twice DMSO control signal; AID 504408; 1.7% of 300,000 active;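 active means mean replicate activation of at least 50% with a set share of replicates each reaching 50%; inconclusive means only one of those two conditions met; inactive means mean below 50% and too few replicates reaching it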;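 further: 0% = median of the neutral control wells and 100% = twice that signal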
HIF activator – HIF pathway transcriptional activation; activation, % at 7.5 µM (by protocol); 0.32% of 300,000 active; U2OS HRE-luciferase reporter, luminescence; normalized: DMSO 0%, desferrioxamine 100%;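 active means mean activation of at least 10% of the iron chelator positive control signal, with at least half of replicates also reaching 10%; inconclusive means mean and replicate majority disagree about reaching 10%; inactive means mean and most replicates under 10%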
HSP90 inh – HSP90 refolding inhibition in rabbit reticulocyte lysate. luciferase refolding luminescence, 3 h. inhibition, % at 5.6 µM. 0.91% of 290,000 active. AID 1789;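 active means inhibition above the screen-wide mean plus 3 SD, computed separately per campaign, cut at about 16% in these data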;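 further: 0% = DMSO wells and 100% = 60 µM geldanamycin wells; inhibitors lower the luminescence because luciferase stays unfolded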
KLF5 inh – suppresses KLF5 promoter-driven expression; 0.23% of 290,000 active; DLD-1 KLF5 promoter-luciferase reporter, luminescence; inhibition, % at 5 µM;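 active means inhibition above a per-plate limit of that plate's mean compound inhibition plus 3 SD, cut at about 60% in these data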;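 further: 0% = DMSO wells and 100% = LY294002 at 200 µM; higher means less KLF5 promoter-driven luciferase light; inactives centre near -14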
HSF1 inhib – HSF1 inhibition | NIH3T3-HGL HSE-luciferase, MG132-induced, luminescence 8 h; hits give low values | 0.77% of 300,000 active | activity change, negative = inhibition, % at 7.5 µM (by protocol) | AID 2098;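 active means more than half of replicate wells show activity change below -50%, luminescence cut by over half; inconclusive means some wells, but at most half, below -50%; inactive means no replicate well below -50%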;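 further: luciferase reports HSF-1 transcriptional activity via heat shock element; 0% = median of DMSO wells and -100% = zero luminescence signal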
IEC-6 tox – IEC-6 cytotoxicity, counter-screen for KLF5 inhibitors. inhibition, % at 5 µM. luminescence viability. 0.78% of 290,000 active; in the data active means inhibition above about 22%;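 further: 0% = plate median of test compound wells and 100% = cytotoxic reference compound wells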
HDAC3 inhib – human HDAC3 inhibition. O15379. recombinant HDAC3, fluorogenic peptide/trypsin coupled, fluorescence. inhibition, % at 8.3 µM. 0.15% of 320,000 active. AID 2718; in the data active means inhibition above about 26%, passing the limit was not always enough; inconclusive means no clear call, values can overlap the other calls
Target sequence (O15379 whole entry, looked up): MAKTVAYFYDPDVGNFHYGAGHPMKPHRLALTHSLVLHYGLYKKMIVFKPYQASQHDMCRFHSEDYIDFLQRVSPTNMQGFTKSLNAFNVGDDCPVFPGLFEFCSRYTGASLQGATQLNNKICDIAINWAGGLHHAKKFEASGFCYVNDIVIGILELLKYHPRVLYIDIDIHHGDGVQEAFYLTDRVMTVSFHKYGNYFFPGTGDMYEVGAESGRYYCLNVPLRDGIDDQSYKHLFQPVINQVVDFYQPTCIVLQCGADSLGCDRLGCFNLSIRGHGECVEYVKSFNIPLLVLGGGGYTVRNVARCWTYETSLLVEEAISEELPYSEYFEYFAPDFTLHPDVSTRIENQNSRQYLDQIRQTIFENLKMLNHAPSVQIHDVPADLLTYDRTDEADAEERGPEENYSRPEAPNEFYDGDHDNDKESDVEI
aSyn 5UTR inh – MLPCN primary screen, SNCA 5' untranslated region; alpha-synuclein 5'UTR reporter, inhibitor activity; inhibition, % (tested at 7.5 µM); 0.82% of 300,000 active; AID 1813; in the data active means inhibition above about 60%; inconclusive means no clear call, values can overlap the other calls;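 further: H4 neuroglioblastoma cells stably carrying SNCA 5'UTR luciferase fusion; 0% = DMSO wells and 100% = positive control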
Platelet DG rel – modulates dense granule release in human platelets | human platelet-rich plasma, SFLLRN dense granule ATP release, luminescence | inhibition, %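 (compounds screened at 7.5 µM in platelet-rich plasma)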 | 0.22% of 300,000 active | AID 1663;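 active means mean replicate score, as percent of positive control, at or above 50; inconclusive means mean below 50 but at least one replicate at or above 50; inactive means mean and every replicate below 50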
AI-2 QS mod – modulates the Vibrio harveyi AI-2 quorum sensing system; Vibrio harveyi JMH597 AI-2 luminescence/OD600 ratio, 9 h; hits give low values; strain lacks LuxN and CqsS sensors; 0 = neutral-control median; activity change, % at 7.5 µM; 0.4% of 300,000 active; AID 2094; in the data active means activity change below about -75%, passing the limit was not always enough; inconclusive means no clear call, values can overlap the other calls;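 further: luminescence divided by OD600 gain over 9 h not by final OD600 alone; inactives centre near 13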
* hit, by the source's call; ? = inconclusive; . = no result given.

SMILES	HSF-1 act	HIF activator	HSP90 inh	KLF5 inh	HSF1 inhib	IEC-6 tox	HDAC3 inhib	aSyn 5UTR inh	Platelet DG rel	AI-2 QS mod
CCc1n[nH]c(=S)n1/N=C/c1c[nH]c2ccc(Br)cc12	3	0.1	0	-4	5	4	9	17	-12	38
COc1ccc(OC)c(CN2C(=O)c3ccccc3C2C(=O)NCc2cccnc2)c1 (stereo not drawn)	-2	-0.3	2	-21	2	4	-1	8	6	9
Cc1ccc(C)c(OCc2n[nH]c(=S)o2)c1	-17	2.0	6	-16	8	0	-16	-3	9	-31
O=C(O)c1ccccc1C(=O)Nc1ccc(S(=O)(=O)N2CCCC2)cc1	9	0.9	6	-11	-5	3	-5	-17	-11	7
C=CCc1cccc(/C=N/NC(=O)CCC(=O)Nc2ccc(F)cc2)c1O	35	4.2	-4	4	9	6	0	41	24	5
Cc1ccc(NC2=C/C(=N/S(=O)(=O)c3cccs3)c3ccccc3C2=O)cc1	-94	-4.9	1	-57	-94*	3	-12	-52	12	35
Fc1ccc(NC(=S)NCc2ccccc2)cc1	-54	-0.5	0	-20	-42	-7	1	0	2	-36
Cc1ccc(-c2nnn(CC(=O)N(CCCO)C(C(=O)NC3CCCC3)c3ccc(Cl)cc3)n2)o1 (stereo not drawn)	-22	-0.1	6	12	-16	10	-2	-10	-4	19
CCC(C)(c1nnnn1-c1c(C)cccc1C)N(N=O)c1cccc(C(F)(F)F)c1 (stereo not drawn)	10	-4.6	-2	-11	-1	5	4	12	11	13
Cc1ccc2c(COn3nnc4ccc(S(=O)(=O)N(C)C)cc43)cc(=O)oc2c1C	.	.	2	-16	.	2	.	.	.	40
CCOC(=O)C(=O)Nc1ccccc1C(=O)OC	4	-2.2	-9	-11	-3	-7	-3	20	0	9
Cc1ccc(S(=O)(=O)NCCC(=O)Nc2ccc3c(c2)OCO3)cc1	.	.	2	-31	.	4	1	.	.	3
CC(=O)Oc1c(Sc2ccccc2[N+](=O)[O-])c(C)nn1C(C)(C)C	-5	0.2	2	8	-7	1	-2	31	10	1
O=C(Nc1cc(F)ccc1F)C1CCCO1 (stereo not drawn)	-13	-0.4	5	-11	-3	1	3	25	-6	15
COc1cc(/C=C(/C#N)c2nc3ccccc3[nH]2)ccc1OC(=O)c1ccco1	30	1.1	1	-37	13	0	.	-114	16	33
COc1cc2c(cc1OC)C(=O)Cc1ccc3c(c1CN(C)CC2)OCO3	0	0.0	0	2	-2	-5	-1	4	0	9
Cc1ccc(N)c2c1OCCC2=O	4	-0.6	0	-2	6	7	8	-9	6	-4
CCCCOC(=O)/C=C\C(=O)OCCCC	13	-0.3	.	.	3	.	0	-26	0	6
CCc1[nH]nc2c1C(C1C=CCCC1)C(C#N)=C(N)O2 (stereo not drawn)	33	-0.3	2	-25	22	2	-5	26	9	6
O=C(NNC(=S)NC(=O)c1ccccc1)c1ccc([N+](=O)[O-])cc1	0	0.5	3	-4	-1	11	0	6	0	?
Cc1cc(C)c(OCC(=O)N/N=C/c2ccco2)c(C)c1	-8	-1.1	2	-18	-3	-2	3	1	2	16
CSc1ccc(CN2CCN(C3CCCC3)C(CCO)C2)cc1 (stereo not drawn)	-3	0.4	2	-3	-3	5	4	23	4	19
Cc1ccc(NC(=O)c2cc(=O)c3ccccc3o2)cc1	24	1.9	1	-48	3	4	2	-190	3	22
O=C(CCCCCn1c(=S)[nH]c2ccc(N3CCOCC3)cc2c1=O)NC1CCN(Cc2ccccc2)CC1	4	-0.1	2	-28	-3	-9	-3	-53	1	6
O=C(CNC(=O)c1ccco1)NCc1nc2ccccc2[nH]1	-7	0.0	1	-3	-5	3	2	-11	3	7

Ordered by value in HSP90 inh (largest number first): 3 from the list above.
canonical_smiles | HSP90 inh
Cc1ccc(C)c(OCc2n[nH]c(=S)o2)c1 | 6
O=C(NNC(=S)NC(=O)c1ccccc1)c1ccc([N+](=O)[O-])cc1 | 3
CCc1n[nH]c(=S)n1/N=C/c1c[nH]c2ccc(Br)cc12 | 0

Other results follow:
SMILES	HSF-1 act	HIF activator	HSP90 inh	KLF5 inh	HSF1 inhib	IEC-6 tox	HDAC3 inhib	aSyn 5UTR inh	Platelet DG rel	AI-2 QS mod
O=C(Nc1ccc(Br)cc1)c1ccc(N2C(=O)C3CCCCC3C2=O)cc1 (stereo not drawn)	3	-3.9	3	-21	-3	-4	-6	-11	-7	-17
Cc1cccc(NC2=NC(C)(C)N=C(N)N2)c1	-5	-1.8	-2	20	3	77*	-7	98*	7	22
CC(=O)c1csc(Nc2ccccc2Cl)n1	17	2.8	-2	-114	3	0	-3	-121	-20	12
COc1ccc(CC(=O)Nc2ccc(/C(C)=N\NC(=O)c3ccc(Br)o3)cc2)cc1	20	3.6	0	-8	-2	-2	.	-25	-6	0
COc1c(C(=O)Nc2ccc(CN3CCOCC3)cc2)cc2ccccc2c1Br	-28	0.5	3	4	-17	11	1	-29	-5	4
CC(C)(C)CC(=O)NC(=S)Nc1ccccc1[N+](=O)[O-]	-4	-0.1	0	1	2	-10	3	26	-1	18
O=c1[nH]c(-c2ccccc2)ncc1Oc1ccccc1	-33	-0.1	.	.	-8	.	-5	16	2	46
Cc1ccc(CN(C)C(=O)c2cc(COc3ccc(F)cc3Cl)on2)o1	54*	1.5	-1	-23	10	-6	4	-21	-1	-3
C/C(=N\NC(=S)Nc1ccccc1C)C1Cc2ccccc2C(=O)O1 (stereo not drawn)	.	.	-2	-15	.	2	0	.	.	4
O=C(Nc1ncn[nH]1)c1cc(S(=O)(=O)Nc2cccc(C(F)(F)F)c2)ccc1Cl	1	-0.1	-1	-31	-5	1	-1	28	11	17
O=C1COc2ccc(S(=O)(=O)CCC(=O)N3CCN(c4ccccc4)CC3)cc2N1	2	-0.1	0	-28	1	1	-1	-19	2	20
O=[N+]([O-])c1ccccc1/C=C/CN1CCCC(CO)C1 (stereo not drawn)	-4	1.4	-5	0	-5	-2	1	-20	15	18
CCc1cc2c(=O)nc3n(c2s1)Cc1ccccc1/C3=C(/O)c1ccc(F)cc1	16	-0.1	3	10	-7	-4	3	15	4	15
Cc1cc(C(F)(F)F)nn1CC(=O)NNC(=S)NCC(C)C	-2	-0.4	0	-26	2	4	3	9	1	18
COc1ccc(N(C(C)C(=O)Nc2cccnc2)S(C)(=O)=O)cc1 (stereo not drawn)	-22	0.1	5	-16	-3	0	-1	14	-3	14
O=C(CC12CC3CC(CC(C3)C1)C2)NC(=S)NCc1ccco1	17	-2.4	-2	-9	-6	0	6	44	-2	34
COc1ccc(/C=N/NC(=O)CC(=O)NCCc2ccccc2)cc1OC	-15	-0.3	-3	-25	-5	5	5	-17	-5	9
COc1ccc(-c2csc(NC(=S)NC(=O)/C=C/c3ccc(C(C)C)cc3)n2)cc1OC	-39	0.5	19*	19	-27	4	0	12	3	4
COc1ccc(C2(c3ccc(OC)cc3)NC(=O)N(CC(=O)NCC(F)(F)F)C2=O)cc1	20	0.2	-2	6	5	3	7	5	-4	6
Nc1ncc(-n2cncn2)c(-c2ccccc2)n1	-1	0.1	-2	5	-4	-4	2	9	-1	15
CC(C)(C)OC(=O)NNC(=O)c1cccs1	2	-0.3	1	-26	6	2	0	8	5	11
Cc1ccc(NC(=O)c2cc(=O)c3ccccc3o2)cc1S(=O)(=O)N1CCCCC1	10	-0.4	3	-13	-5	2	11	24	-4	33
N=C(N)c1ccc(Cl)cc1	0	-0.1	1	9	0	2	-1	6	2	0
COc1ccc2c(=O)c(Oc3ccc(C(=O)O)cc3)c(C(F)(F)F)oc2c1	-6	-4.0	72*	54	-9	5	5	-17	1	55
S=c1[nH]nc(-c2ccc(Cl)cc2Cl)n1-c1ccc2c(c1)OCCO2	17	0.8	3	1	-3	7	.	-47	14	-1

Among those listed so far, these have two or more sulfur atoms:
SMILES	HSF-1 act	HIF activator	HSP90 inh	KLF5 inh	HSF1 inhib	IEC-6 tox	HDAC3 inhib	aSyn 5UTR inh	Platelet DG rel	AI-2 QS mod
Cc1ccc(NC2=C/C(=N/S(=O)(=O)c3cccs3)c3ccccc3C2=O)cc1	-94	-4.9	1	-57	-94*	3	-12	-52	12	35
COc1ccc(-c2csc(NC(=S)NC(=O)/C=C/c3ccc(C(C)C)cc3)n2)cc1OC	-39	0.5	19*	19	-27	4	0	12	3	4

Next part:
SMILES	HSF-1 act	HIF activator	HSP90 inh	KLF5 inh	HSF1 inhib	IEC-6 tox	HDAC3 inhib	aSyn 5UTR inh	Platelet DG rel	AI-2 QS mod
O=C(NC1CC1)C1CC(=O)N(c2cccc(Cl)c2)C1 (stereo not drawn)	31	0.3	4	-41	3	-7	-1	4	-3	-1
Nn1cnnc1N/N=C/c1cccc(Cl)c1Cl	?	0.3	-2	-39	29	-5	3	-3	-5	8
Cc1nnc(C)n1/N=C/c1cc2ccccc2nc1Cl	-4	0.1	1	13	-5	3	4	-30	-2	42
Cc1cc(F)ccc1NC(=S)NC1CCCC1	0	-0.2	-7	-58	-1	-2	-1	-10	3	14
COc1cccc(N2CCN(C(=O)c3ccc4nc(N5CCCCC5)sc4c3)CC2)c1	-29	3.0	59*	-214	-23	1	-5	-153	-1	28
COc1cnc(-c2ccccn2)nc1Oc1ccc(Cl)c2ccccc12	13	0.0	-1	6	3	0	3	11	-3	25
COc1cc(C(=O)NCCCCc2ccccc2)cc(OC)c1OC	36	-1.0	-1	-19	4	4	-4	-5	-3	-4
COc1ccc(-c2csc(N(CCCN(C)C)C(=O)c3ccccc3Cl)n2)cc1	-3	3.9	2	-59	-11	6	4	-14	5	-10
CN(C)C(=O)N1CCC(C(=O)NCc2ccccc2)CC1	-9	-0.2	-3	-41	-9	2	-2	24	-8	11
COc1ccc(Cc2nc(-c3cccs3)no2)cc1	34	3.5	1	-69	25	3	0	-115	3	-70

Entries shown so far containing an aryl thioether with sulfur outside any ring (2):
SMILES	HSF-1 act	HIF activator	HSP90 inh	KLF5 inh	HSF1 inhib	IEC-6 tox	HDAC3 inhib	aSyn 5UTR inh	Platelet DG rel	AI-2 QS mod
CC(=O)Oc1c(Sc2ccccc2[N+](=O)[O-])c(C)nn1C(C)(C)C	-5	0.2	2	8	-7	1	-2	31	10	1
CSc1ccc(CN2CCN(C3CCCC3)C(CCO)C2)cc1 (stereo not drawn)	-3	0.4	2	-3	-3	5	4	23	4	19

Grouped by structure, the compounds so far with bromine.
SMILES	HSF-1 act	HIF activator	HSP90 inh	KLF5 inh	HSF1 inhib	IEC-6 tox	HDAC3 inhib	aSyn 5UTR inh	Platelet DG rel	AI-2 QS mod
CCc1n[nH]c(=S)n1/N=C/c1c[nH]c2ccc(Br)cc12	3	0.1	0	-4	5	4	9	17	-12	38
O=C(Nc1ccc(Br)cc1)c1ccc(N2C(=O)C3CCCCC3C2=O)cc1 (stereo not drawn)	3	-3.9	3	-21	-3	-4	-6	-11	-7	-17
COc1ccc(CC(=O)Nc2ccc(/C(C)=N\NC(=O)c3ccc(Br)o3)cc2)cc1	20	3.6	0	-8	-2	-2	.	-25	-6	0
COc1c(C(=O)Nc2ccc(CN3CCOCC3)cc2)cc2ccccc2c1Br	-28	0.5	3	4	-17	11	1	-29	-5	4
